High-throughput results deposited in PubChem BioAssay by several laboratories.
FXIIa inh mix: blocks human factor XIIa in pooled compound mixtures. P00748. purified FXIIa, fluorogenic substrate. inhibition, % at 5 µM. hit rate 0.2% among 62,000. AID 684; in the data active = inhibition above about 20%, passing the limit was not always enough;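 also: 0% = enzyme without compound and 100% = no enzyme blank; some results filed as inactive read as strong as hits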
Hsp90 inh: displaces geldanamycin probe from tumor Hsp90; P07900; NCI-N417 lysate Hsp90, Cy3B-geldanamycin FP displacement; inhibition, % at 30 µM; hit rate 0.35% among 64,000; AID 429;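 active = inhibition above 50%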;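 also: 0% = tracer plus lysate wells and 100% = tracer alone without lysate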
RORa activator: activates the human nuclear receptor RORA. hit rate 1.5% among 65,000. activation, % at 10 µM. P35398. CHO-K1 Gal4-RORA LBD luciferase reporter, luminescence; percent increase over mock-subtracted basal signal;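 active = activation above the mean of all tested compounds plus 3 SD, cut at about 49% in these data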;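 also: 0% = DMSO-treated RORA cells and 100% = added signal equal to DMSO minus mock-transfected cells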
Her2 expr inh: inhibitors of human Her2 kinase expression; hit rate 0.69% among 65,000; P04626; SKBR-3 HER2 protein level, AlphaScreen, 18-24 h; stronger effect = lower value; AID 645; HER2 level % of control, % at 10 µM;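 active = HER2 level under 5% of the carrier-only control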;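 also: 100% = DMSO carrier and 0% = 500 nM PU-H71 HSP90 inhibitor; lower value means stronger loss of Her2 protein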
Target sequence (P04626 whole entry, looked up): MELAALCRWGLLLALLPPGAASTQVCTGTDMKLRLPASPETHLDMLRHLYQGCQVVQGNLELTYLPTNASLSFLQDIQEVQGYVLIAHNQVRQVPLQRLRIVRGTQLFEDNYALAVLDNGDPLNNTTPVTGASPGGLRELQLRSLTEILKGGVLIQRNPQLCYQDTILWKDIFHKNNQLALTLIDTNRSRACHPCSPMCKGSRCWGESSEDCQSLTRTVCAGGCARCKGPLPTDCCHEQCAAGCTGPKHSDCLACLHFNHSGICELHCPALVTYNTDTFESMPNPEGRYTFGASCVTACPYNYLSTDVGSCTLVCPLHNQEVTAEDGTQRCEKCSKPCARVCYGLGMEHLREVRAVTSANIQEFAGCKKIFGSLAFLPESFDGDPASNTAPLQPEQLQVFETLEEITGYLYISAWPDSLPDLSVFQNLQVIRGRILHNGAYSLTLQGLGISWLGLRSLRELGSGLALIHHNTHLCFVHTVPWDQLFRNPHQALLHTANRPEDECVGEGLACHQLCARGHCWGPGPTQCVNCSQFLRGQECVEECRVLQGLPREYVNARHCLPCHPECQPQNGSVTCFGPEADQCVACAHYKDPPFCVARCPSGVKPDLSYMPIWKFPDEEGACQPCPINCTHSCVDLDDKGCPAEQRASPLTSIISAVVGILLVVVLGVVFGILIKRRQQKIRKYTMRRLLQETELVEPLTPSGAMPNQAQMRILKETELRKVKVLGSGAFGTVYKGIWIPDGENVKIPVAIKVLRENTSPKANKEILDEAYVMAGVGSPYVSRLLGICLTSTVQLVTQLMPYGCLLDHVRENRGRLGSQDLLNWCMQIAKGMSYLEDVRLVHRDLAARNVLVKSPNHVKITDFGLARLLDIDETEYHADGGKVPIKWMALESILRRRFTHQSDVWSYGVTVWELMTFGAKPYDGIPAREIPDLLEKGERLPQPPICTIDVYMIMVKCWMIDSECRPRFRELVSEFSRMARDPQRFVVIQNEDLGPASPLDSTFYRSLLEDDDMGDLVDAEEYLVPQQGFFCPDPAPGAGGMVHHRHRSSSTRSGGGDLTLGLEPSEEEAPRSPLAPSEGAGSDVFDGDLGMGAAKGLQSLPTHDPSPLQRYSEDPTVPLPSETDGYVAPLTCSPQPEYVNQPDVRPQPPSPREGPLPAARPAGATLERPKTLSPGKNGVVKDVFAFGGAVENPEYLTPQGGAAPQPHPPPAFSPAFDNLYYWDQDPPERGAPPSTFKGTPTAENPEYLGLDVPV
MKP-1 inh: inhibitors of human MKP-1 phosphatase. inhibition, %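 (compounds tested at a single concentration somewhere between 10 and 100 µM)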. P28562. hit rate 0.15% among 65,000. recombinant MKP-1, OMFP hydrolysis fluorescence;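 active = inhibition above about 50%, limit read from the data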;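 also: 0% = DMSO max control wells and 100% = wells with enzyme stopped by NaOH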
D1 allo mod: allosterically modulates the human D1 dopamine receptor. B-score at 10 µM. P21728. AID 641. HEK293 D1, CRE-luciferase, dopamine EC30 potentiation; actives deviate in either direction. hit rate 5.9% among 58,000;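 active = luminescence count or its row- and column-corrected plate score outside the 99.7% band of the plate's sample wells, on either side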
Cdc25B inh: inhibitors of human Cdc25B phosphatase. P30305. recombinant Cdc25B, OMFP fluorescence Ex485/Em525. inhibition, %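 (compounds tested at 10 µM final in the well)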. hit rate 0.1% among 65,000. AID 368; in the data active = inhibition above about 50%
TNAP act DEA: activators of human TNAP at intermediate phosphate acceptor | 64,000 tested, under 10 active | purified TNAP, CDP-star luminescence, 100 mM DEA, 30 min; stronger effect = higher value; scale: 0 levamisole-inhibited, 1 vehicle-only enzyme | P05186 | activation factor at 20 µM;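 active = activation factor of at least 2 at 20 µM, relative to controls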
SF-1 act: SF-1 (human) activation; CHO-K1 Gal4-SF-1 LBD luciferase reporter; % increase over DMSO SF-1-specific signal; activation, % at 10 µM; hit rate 1.9% among 65,000; AID 522;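 active = activation above the mean activation of all tested compounds plus 3 SD, cut at about 50% in these data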
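Compound – one dose, 10 µM compound, 1% DMSO · Test system – transient Gal4-SF-1 LBD reporter, CHO-K1 · Input – 4,000 cells in each well · Read-out basis – percent activation relative to DMSO median and mock-transfected background · Replicates – single measurement per compound · Technique – steady-glow luciferase luminescence, read after 15 min reagent incubation · Timing – 20 h compound treatment, 37 °C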
An asterisk follows results filed as active; . = not tested or not shown. An unsorted share of the library; 8.9% or so of the library scored in one or more.

SMILES	FXIIa inh mix	Hsp90 inh	RORa activator	Her2 expr inh	MKP-1 inh	D1 allo mod	Cdc25B inh	TNAP act DEA	SF-1 act
O=C(CN(c1cccc(C(F)(F)F)c1)S(=O)(=O)c1ccccc1)N1CCOCC1	6	2	-2	82	-3	0.042	-22	1	-2
CCn1c(CSc2nnc(-c3cccnc3)n2-c2ccccc2C)nc2cc(C(=O)O)ccc21	0	145*	-23	93	13	-0.39	-2	0.8	17
CN1CCN(CC(O)COCc2ccc3c(c2)OCO3)CC1 (configuration not stated)	-12	-1	-5	74	7	3.6*	-1	1	2
CCCCC(=O)Nc1ccc2oc(-c3cccnc3)nc2c1	-4	-5	0	113	-8	-0.034	3	1	24
CC(=O)Nc1ccc2c(c1)n(C)c(=O)n2C	8	-1	-2	108	11	-0.051	-1	0.9	10
Cc1ccc(NC(=O)Cn2nc(C)c3ccccc3c2=O)cc1	.	-1	-33	61	22	.	5	0.8	-7
O=C(NCCN1CCOCC1)c1cccc(Cl)c1	3	-4	6	126	-4	-0.015	-5	1.1	5
CCCCOc1ccc(CSc2n[nH]c(C)n2)cc1	2	1	34	101	0	-1.1	-6	1.1	17
Cn1nnc(NC(=O)c2ccc(C(C)(C)C)cc2)n1	-1	1	-10	116	-30	-0.99	-9	0.9	-1
CCCCNC(=O)c1ccccc1NC(=O)c1ccccc1N(C)S(C)(=O)=O	2	-20	6	81	2	-0.021	-6	0.9	-10
CCn1c(SCCOc2ccc(Cl)cc2)nnc1-c1cccs1	-18	-1	15	95	7	0.68	-10	0.9	-6
Cc1ccc(C(C(=O)NCc2ccco2)N(CCc2ccccc2)C(=O)Cn2nnc3ccccc32)o1 (configuration not stated)	-44	-3	5	101	11	-4.3*	-1	0.9	-10
Cc1cccc(N2CCN(C(c3cccs3)c3nnnn3C(C)(C)C)CC2)c1C (configuration not stated)	2	.	8	39	0	.	3	0.9	-1
CCC(C)NC(=O)COc1ccc(S(=O)(=O)N2CCOCC2)cc1 (configuration not stated)	-15	0	-24	109	3	.	23	0.9	-6
COc1ccc(-c2cc(C(=O)NCc3cccnc3)no2)cc1OC	13	3	8	74	7	4.2*	-3	1	29
O=C(NCC1CCS(=O)(=O)C1)NCC1CCS(=O)(=O)C1 (configuration not stated)	2	.	-4	159	1	.	-8	0.9	-5
c1ccc2oc(SCc3cn4ccccc4n3)nc2c1	4	-5	58*	231	-8	-1.6	-10	0.9	20
COc1ccccc1-c1nnc2sc(COc3ccc(Cl)cc3Cl)nn12	1	-2	-3	101	13	0.19	2	0.9	-5
Cc1cc(C)c2c(N)c(C(=O)Nc3nccs3)sc2n1	-17	-4	46	96	17	-6.6*	-1	1.1	-21
COCCN(C(=O)Nc1ccc(OC)cc1OC)C1CCN(C(C)C)CC1	9	-4	-23	114	-12	-0.97	-19	0.9	-5
CCOC(=O)N1CCN(Cc2nc3c(c(=O)n(C)c(=O)n3C)n2CCCc2ccccc2)CC1	2	0	4	211	20	1.6	-12	0.9	-20
Cc1cc(NC(=O)c2cc(-c3ccco3)on2)n(-c2ccccc2)n1	18	-4	-3	61	9	1.2	-3	0.9	0
COc1cc(C(=O)Nc2ccc(NC(=O)C3CC3)nc2)cc(OC)c1OC	4	-1	-2	110	-13	-1.5	-10	1	-16
CC1(C)CC(=O)C2=C(C1)Nc1ncnn1C2c1ccccn1 (configuration not stated)	4	-14	1	145	-19	-1.3	-8	0.9	-9
COc1cccc(-c2nnc(Nc3nc4c(F)cccc4s3)o2)c1	.	2	28	72	9	-2.1	28	.	51*
CCOc1cc(C2C(C(=O)c3ccco3)=C(O)C(=O)N2CCc2ccccc2)ccc1O (configuration not stated)	-3	.	-2	139	10	.	-4	0.9	3
CCOC(=O)c1cnc(SCc2nc(N)nc(Nc3ccc(F)cc3)n2)nc1N	9	4	13	106	12	1.5	4	0.9	30
O=C(CCN1C(=O)c2ccccc2C1=O)NCCC1=CCCCC1	-16	0	-17	112	11	-0.29	-7	0.9	-5
COC(=O)[C@H](CCSC)NC(=O)NCc1cccs1	0	-2	-15	112	-12	0.16	-8	1	4
CCc1nnc(NC(=O)C2CCCN2C(=O)Nc2ccccc2OC)s1 (configuration not stated)	4	-3	-5	115	-12	-0.51	2	0.9	0
Cn1nc(C(=O)OCCN2C(=O)c3ccccc3C2=O)c2ccccc2c1=O	9	-1	-18	77	36	1.7	-7	0.9	-2
COC(=O)c1cc2ccsc2n1CC(=O)NCC1CCCO1 (configuration not stated)	6	-6	-8	88	9	-0.17	-11	1	6
CCCCCn1c(CN2CCN(C(=O)OCC)CC2)nc2c1c(=O)n(C)c(=O)n2C	.	-3	27	90	28	1.3	-4	.	-10
CCCCn1c(CNC(=O)c2cccs2)nc2ccccc21	9	-2	5	88	-1	-0.53	-9	1	-16
Nc1ccc[n+](Cc2ccccn2)c1	-1	3	-12	85	17	0.38	8	0.9	-6
O=C(COC(=O)C1(c2ccc(F)cc2)CCCC1)N1CCOCC1	4	-2	16	112	19	-0.12	-9	1	1
Cc1nc(-c2cccc(-c3noc(C)n3)c2)no1	5	-18	3	117	-19	-0.38	-15	0.8	-10
O=C(Nc1c(C(=O)N2CCOCC2)cnn1-c1ccccc1)c1ccccc1	6	-4	4	98	14	.	-3	0.9	16
CSC(=O)CC(=O)NC(=O)c1ccccc1	8	-4	-2	58	-6	-0.17	2	1	-19
COc1ccccc1N1C(=O)C2CC=CC(C)C2C1=O (configuration not stated)	7	-1	0	93	-4	-0.61	-18	1	5
CCOC(=O)N1CCC(N2Cc3cccc(C(=O)Nc4ccc(OC)c(OC)c4)c3C2=O)CC1	5	-3	19	118	38	-2.2*	-7	0.9	54*
CCC(C)[C@H](NC(=O)N1CCCC1)C(=O)O (some centres not stated)	1	-2	-15	88	-20	-0.52	-3	0.9	-10
C=CCn1c(=O)c(C(=O)NCCNCC)c(O)c2ccccc21	4	0	-2	66	2	0.0023	-3	1	10
COCCNc1c(-c2ccc(O)cc2)nc2ccc(Cl)cn12	4	-1	12	82	18	-0.55	1	1	30
CCC(=O)N1c2ccccc2[C@@H](N(C(C)=O)c2ccccc2)C[C@H]1C	3	2	-23	79	-20	-1.3	1	0.9	-21
COc1cc2c(cc1OC)CN(C(=O)CCCN1C(=O)c3ccccc3C1=O)CC2	-18	-7	-5	109	-5	5*	-6	0.9	-13
Cn1c(SC/C=C/c2ccccc2)nnc1-c1cnccn1	-2	-2	9	64	-6	-0.13	-2	0.9	5
NC(=O)C1CCN(c2nc(-c3ccccc3)nc3c2oc2ccccc23)CC1	9	-4	-5	213	-11	0.69	5	0.9	-13

Reprinted from the part before: four entries, then new ones.
SMILES	FXIIa inh mix	Hsp90 inh	RORa activator	Her2 expr inh	MKP-1 inh	D1 allo mod	Cdc25B inh	TNAP act DEA	SF-1 act
CCC(=O)N1c2ccccc2[C@@H](N(C(C)=O)c2ccccc2)C[C@H]1C	3	2	-23	79	-20	-1.3	1	0.9	-21
COc1cc2c(cc1OC)CN(C(=O)CCCN1C(=O)c3ccccc3C1=O)CC2	-18	-7	-5	109	-5	5*	-6	0.9	-13
Cn1c(SC/C=C/c2ccccc2)nnc1-c1cnccn1	-2	-2	9	64	-6	-0.13	-2	0.9	5
NC(=O)C1CCN(c2nc(-c3ccccc3)nc3c2oc2ccccc23)CC1	9	-4	-5	213	-11	0.69	5	0.9	-13
O=C(CCn1c(=O)c2sccc2n(Cc2cc(=O)n3ccccc3n2)c1=O)NCc1ccco1	3	-5	-1	87	25	-0.1	-9	0.9	-1
CC1=C(C(=O)OCc2ccc3c(c2)OCO3)C(c2ccccc2)NC(=O)N1 (configuration not stated)	5	0	-17	53	1	-0.76	-19	0.9	-13
COC(=O)c1c(NC(=O)CN2CCN(c3ccccc3OC)CC2)c2c(C)cccc2n1C	4	-7	-20	92	30	-0.6	-2	0.9	-1
CCCC(=O)C1=C(O)C(C(=O)OC)C(C)(C)CC1=Nc1ccncc1 (configuration not stated)	9	-1	0	90	3	-1.3	-7	1	10
CCCN1Cc2cccc(C(N)=O)c2C1=O	4	2	-8	102	28	0.16	8	0.9	5
O=C(NCc1ccccn1)c1cn(CCc2ccccc2)nn1	7	3	-11	93	5	1.4	-8	1	-12
CC(=O)c1cccc(NC(=O)c2cc3ccccn3n2)c1	4	-2	28	92	-8	-3.5	-2	0.9	30
COCCn1c(=NC(=O)CSCC(=O)Nc2cc(C)on2)sc2cc(C(=O)OC)ccc21	.	0	-6	86	15	.	-3	.	16
Cc1nc(N)[nH]c(=O)c1CCC(=O)OCC(C)C	6	2	-6	61	-4	-1.6	-2	0.9	8
CCN1C(=O)/C(=C\N2CCN(c3ccccc3)CC2)SC1=S	5	-2	-18	82	-6	.	0	0.9	-22
O=C1CC(c2ccco2)CC(O)=C1C=NCCO (configuration not stated)	2	-3	-5	75	10	0.77	-13	1	12
COc1ccc(CNC(=O)c2cc3c(C)nc4ccccc4c3o2)c(OC)c1	3	-4	-55	83	29	-4.1	-3	1	-42
COc1ccccc1NC(=O)N1CCN(c2cc(-c3ccccc3)nc3ncnn23)CC1	2	0	-24	80	25	0.3	-1	0.9	2
Cc1cc(Nc2nnnn2-c2ccccc2)n(-c2ccc(Cl)cc2)n1	5	-1	-1	83	8	-1.9	23	0.9	-6
Cc1ccc(S(=O)(=O)N2CCN(C(=O)COC(=O)c3cc(C)oc3C)CC2)cc1	1	-2	-5	87	4	4.3*	-15	0.9	3
O=C(CCCn1c(=O)[nH]c2ccsc2c1=O)NCc1cccs1	16	.	-15	104	-2	-0.32	-9	0.9	-2
COc1ccc(CCNC(=O)Cn2nnc(-c3cccc(OC)c3OC)n2)cc1OC	0	0	-12	85	-18	-0.37	-7	1	-2
CCNc1nc(Oc2ccc(C(=O)OCC)cc2)nc(SC)n1	-2	.	20	82	7	-0.64	13	0.9	4
O=C(Nc1cccc2ccccc12)N1CCOCC1	5	-3	-6	85	-8	-0.02	4	0.8	-9
CC(=O)N1CCC(O)(c2cccc(C(F)(F)F)c2)CC1	5	0	-4	75	1	0.38	4	0.9	-23
CCCNc1nc2c(c(=O)n(C)c(=O)n2C)n1CCC(C)C	7	0	-4	97	-21	-0.18	-1	0.9	3
CCCCCSc1nc(C)c(CC(=O)O)c(=O)[nH]1	.	-2	-10	80	-9	-1.3	26	1	-6
C1CN(c2nc3nonc3n3nnnc23)CCO1	5	-1	4	122	-22	-1.3	-15	0.9	-9
COc1ccc(S(=O)(=O)N2CCN(CC(=O)Nc3ccc(F)c(F)c3)CC2)cc1	-27	1	2	105	-1	0.5	-3	0.9	22
CC1=C(C)CC2C(=O)N(c3cccc4ccccc34)C(=O)C2C1 (configuration not stated)	6	0	9	102	-1	0.15	-8	0.8	-1
Cc1cc(C)c2c(C)nn(C3CCCCC3)c2n1	13	-3	-10	117	-1	3	-6	0.8	-6
O=C(CSCCc1ccccn1)Nc1ccccn1	0	-3	7	112	5	0.11	10	0.9	-5
CCOC(=O)Cc1csc(NC(=O)CSc2nnc(-c3ccncc3)n2Cc2ccco2)n1	11	3	-17	82	3	0.17	3	0.9	4
Cc1ccc(CN2CCNC(=O)C2CC(=O)O)o1 (configuration not stated)	7	-3	-16	93	4	0.94	0	0.9	-8
Cc1ccc(Nc2nc(Oc3ccc(=O)[nH]n3)nc(N(C)C)n2)cc1	10	2	-10	91	5	-0.8	-8	0.8	-5
Cc1cc(C)cc(N(CC(=O)NCc2ccc3c(c2)OCO3)C(=O)CCC(=O)Nc2ccccn2)c1	2	-1	-9	116	32	0.94	-15	1	26
